Myeloid diff MLP = compounds promoting myeloid differentiation. ER-HoxA9 myeloid progenitors, lysozyme-GFP differentiation, flow cytometry. calls only at 10 µM. 360,000 compounds, 1% hits;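 active = normalized GFP-positive differentiation at or above the plate's own cutoff, the solvent-only control mean plus 3 SD; inconclusive = no clear call, values can overlap the other calls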;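 note: cells exposed to compound for four days before flow analysis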
K1F lysis inhibition = inhibition of K1F phage lysis, E. coli UTI89, bacterial capsule biogenesis inhibitors, alamar blue (AID 488966); E. coli UTI89 K1F phage lysis, alamar blue, 2 h; higher % means a stronger effect; inhibition, % at 100 µM; hits with a dose series show IC50 in µM; 340,000 compounds, 0.02% hits;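 active = phage lysis inhibition, versus mean bacterial control, above a set limit; inconclusive = no clear call, values can overlap the other calls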;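 note: capsule biogenesis inhibitors block K1F phage lysis so surviving cells raise fluorescence; higher fluorescence means more inhibition of phage lysis; actives were called in the ten point dose series up to 300 µM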
Hep lipid drop = hepatic lipid droplet formation modulation; inhibition, % at 6.5 µM; AML12 mouse hepatocytes, oleate lipid droplets, BODIPY imaging; 240,000 compounds, 0.4% hits;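 active = lipid droplet intensity inhibited by at least 50%, with more than 500 cells counted; inconclusive = wells with under 300 cells, treated as cytotoxic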
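Material – AML12 mouse liver cells · Also added – oleate loading, 100 µM · Compound dosing – 6.5 µM single-point dosing · Times – overnight treatment with compound plus oleate · Measured by – fluorescence imaging, 20x objective, two fields per well · Read-out – percent inhibition of filter-corrected integrated lipid droplet intensity per well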
Hep lipid drop cells 6.5 µM = also measured in Hep lipid drop; calls as there; cell count; measured here: cell count, cytotoxicity flag;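 cells counted across two imaged fields per well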
Myeloid diff MLP GFP+ MAC1+ % = further read-out of Myeloid diff MLP, marked with its call; GFP+ MAC1+ double positive, %; measured here: differentiation confirmed by MAC1 staining
Starred values were filed as active, the others as inactive; i = inactive; ? = inconclusive; . = no result given; + = active, no number; [ ] = remark or other dose. Not all compounds are listed; count on the stated rates, not on these rows.

Second line of a record: Myeloid diff MLP, Myeloid diff MLP GFP+ MAC1+ %, K1F lysis inhibition, Hep lipid drop, Hep lipid drop cells 6.5 µM
- O=C(CCn1ccc2cc(S(=O)(=O)N3CCCC3)ccc21)NCc1cccc(F)c1
    i, 2.2, 0.0%, -1, 763
- COc1cccc(C2=NOC(C(=O)NCc3cccnc3)C2)c1 (stereo unspecified)
    i, 0.4, -1.3%[50 µM], -2, 796
- Cc1ccc(NC(=O)C2C3C=CC4(O3)C2C(=O)N(CCCN2CCCC(C)C2)C4C(=O)NC2CCCCC2)cc1 (stereo unspecified)
    i, 0.9, 0.1%, 5, 778
- Cc1ccc(N2C(=O)CC(N3CCN(S(=O)(=O)c4ccccc4)CC3)C2=O)c(C)c1 (stereo unspecified)
    i, 0.5, 1.1%[50 µM], -25, 866
- Cc1ccccc1NS(=O)(=O)c1ccc(C(=O)N2CCN(c3ccccc3O)CC2)cc1
    i, 7.8, 0.1%[50 µM], -10, 828
- CN(C(=O)CS(=O)(=O)c1cn(CC(=O)N2CCCC2)c2ccccc12)c1ccccc1
    ?, ., -0.8%[50 µM], -27, 622
- COCC1CCCCN1C(=O)c1cccc(OC2CCN(S(C)(=O)=O)CC2)c1 (stereo unspecified)
    i, 3.4, 0.4%, 3, 664
- O=c1cc(CN2CCOCC2)c2cc(Cl)ccc2o1
    i, 0.6, -0.1%, 13, 807
- O=C(COc1ccc2ccccc2c1)Nc1cccnc1Cl
    i, 0.3, -0.1%, 8, 853
- CCCS(=O)(=O)c1nc(S(=O)(=O)c2ccc(C)cc2)c(N2CCN(CC)CC2)s1
    i, 4.0, 0.5%, -3, 760
- COc1ccccc1/C=C/CN1CCCC(CO)(CCc2ccccc2)C1 (stereo unspecified)
    i, 0.4, 1.0%, -13, 776
- CC(=O)Nc1c(-c2ccccc2)nc2cc(C)ccn12
    i, 0.4, 2.6%, 8, 848
- CS(=O)(=O)N1CCCC(C(=O)Nc2cccc(F)c2)C1 (stereo unspecified)
    i, 0.5, -0.7%, -3, 840
- CCN(Cc1ccc(OC)c(COC)c1)CC1CCCN(CCc2cccc(OC)c2)C1 (stereo unspecified)
    i, 0.2, 0.5%, -2, 784
- O=C(CCN1C(=O)/C(=C/c2ccc3c(c2)OCO3)SC1=S)Nc1ccc(C(=O)O)cc1
    i, 0.3, 0.2%, -2, 857
- Cc1ccc(CCNC(=O)C2CCN(S(=O)(=O)N3CCCCC3)CC2)cc1
    i, 0.8, 0.7%, 19, 710
- C#CCOc1ccc(C2C3=C(CC(C)(C)CC3=O)N(CC(=O)O)C3=C2C(=O)CC(C)(C)C3)cc1
    i, 0.6, 0.4%, 4, 857
- O=C(COC(=O)c1ccco1)c1ccc(S(=O)(=O)N2CCCCC2)cc1
    i, 0.4, 2.4%[50 µM], 11, 872
- COc1ccc(CCC(=O)OCC(=O)c2c(N)n(CC(C)C)c(=O)n(C)c2=O)cc1
    i, 1.5, 0.0%, -14, 709
- O=C(NCc1ccccc1Cl)C1CCN(S(=O)(=O)c2cccs2)CC1
    i, 0.1, -0.1%, -29, 816
- Cc1cc(S(=O)(=O)N2CCOCC2)ccc1OCC(=O)Nc1ccc(F)cc1F
    i, 0.6, 0.6%, 13, 857
- Cn1cc(S(=O)(=O)N2CCc3ccccc32)cc1C(=O)NC(C)(C)C
    i, 2.5, 3.6%, -45, 541
- COc1ccc(CC(=O)Nc2c(C(=O)N3CCN(c4ncccn4)CC3)oc3ccccc23)cc1
    i, 1.2, 0.3%, 3, 701
- Cc1ccccc1COc1ccc(-c2nn[nH]n2)cc1
    ?, ., -0.2%, -6, 832
- CCOc1ccc(NC(=O)CCC(=O)c2ccc(OC)cc2)cc1
    i, 0.8, -0.2%, 25, 784
- CCCCCCOc1ccc(N2C(=O)CC(SCCN)C2=O)cc1 (stereo unspecified)
    i, 0.6, 0.4%, -18, 825
- COc1ccc(NC(=O)C2=CC(c3cccs3)=NS(=O)(=O)N2C)cc1
    +, 2.5*, 5.2%, -6, 745
- CS(=O)(=O)N(CC(=O)N1CCOCC1)c1cc(Cl)ccc1Cl
    i, 0.5, 0.0%, -3, 786
- CCc1ccccc1NC(=O)NCCN1CCCCC1
    i, 0.4, -0.2%, -18, 794
- CC(C)C(=O)Nc1ccc(NC(=O)c2ccc(COc3ccccc3)cc2)cc1
    i, 0.3, 0.3%, -3, 793

By substructure, the entries above containing a thiophene ring, fused or not.
Second line of a record: Myeloid diff MLP, Myeloid diff MLP GFP+ MAC1+ %, K1F lysis inhibition, Hep lipid drop, Hep lipid drop cells 6.5 µM
- O=C(NCc1ccccc1Cl)C1CCN(S(=O)(=O)c2cccs2)CC1
    i, 0.1, -0.1%, -29, 816
- COc1ccc(NC(=O)C2=CC(c3cccs3)=NS(=O)(=O)N2C)cc1
    +, 2.5*, 5.2%, -6, 745

Carrying on:
Second line of a record: Myeloid diff MLP, Myeloid diff MLP GFP+ MAC1+ %, K1F lysis inhibition, Hep lipid drop, Hep lipid drop cells 6.5 µM
- CCOC(=O)Cn1nc(NC(=O)c2ccc3c(c2)OCO3)cc1C
    i, 0.6, 0.0%, 8, 639
- Cc1ccnc(Nc2nc(-c3ccccc3)cs2)c1
    i, 1.0, 0.3%, -2, 772
- O=C(C1CCCN(Cc2ccccc2F)C1)N1CCCC1 (stereo unspecified)
    ?, ., -1.9%, -7, 823
- O=C(NCC1CCCO1)c1cc(S(=O)(=O)N2CCOCC2)c(Cl)cc1Cl (stereo unspecified)
    i, 0.8, 0.8%[50 µM], -1, 882
- CCOC(=O)c1cc2ccc3ccccc3c2oc1=O
    i, 0.4, 0.7%, -5, 787
- CC(C)(C)c1ccc(-n2ncc3c2CCCC3NC(=O)CCN2CCCCC2=O)cc1 (stereo unspecified)
    i, 1.2, 1.6%[50 µM], -1, 664
- CCOC1=C/C(=C/c2c(N)n3nc(CC(=O)N4CCCCC4)sc3nc2=O)C=CC1=O
    i, 2.0, 0.3%, 2, 758
- CC1CCN(CCNC(=O)C2CCN(S(=O)(=O)c3cccc4nsnc34)CC2)CC1
    ?, ., 0.1%, -1, 722
- COc1cccc(NS(=O)(=O)c2ccc(-n3cccn3)cc2)c1
    i, 1.4, 0.2%, 2, 695
- Cc1cc(C)cc(N(CC(=O)NCc2ccco2)S(=O)(=O)c2ccccc2)c1
    i, 0.5, 0.3%, -4, 737
- CCOC(=O)C1CCN(c2cc3c(cc2NC(=O)c2ccccc2F)n(C)c(=O)n3C)CC1
    i, 4.0, 0.3%, -2, 599
- Cc1cc(C)cc(-n2ncc3c2CCCC3NC(=O)C2(C(N)=O)CC2)c1 (stereo unspecified)
    i, 1.0, 0.0%, -12, 703
- COc1ccc(C)cc1NC(=O)CN1C(=O)COc2ccc(S(=O)(=O)N3CCCCCC3)cc21
    i, 6.5, 0.1%, -3, 771
- CCC(CC)c1nnc(NC(=O)C2CC(=O)N(C3CCCC3)C2)s1 (stereo unspecified)
    i, 2.6, -0.1%, 1, 818
- O=S(=O)(Cc1ccccc1)Nc1ccccc1Br
    i, 0.5, 0.4%, -3, 821
- Cc1noc(/C=C/N(C)C)c1S(=O)(=O)N1CCC(C(=O)Nc2ccc(Cl)cc2)CC1
    i, 1.3, 0.0%, 3, 611
- Cc1ccc(S(=O)(=O)NC(=O)c2ccccc2F)cc1
    i, 0.8, -0.3%, 1, 805
- CCOCCCN(C(=O)Cn1nnc(-c2ccc(OC)c(OC)c2)n1)C(C(=O)NCC1CCCO1)c1ccc(F)cc1 (stereo unspecified)
    i, 0.5, 0.0%, -1, 811
- Cc1nnc(SCC(=O)Nc2nccs2)n1C(C)C
    i, 0.0, 1.2%[50 µM], 21, 722
- Cc1cccc(-n2ccc(=O)c(C(=O)Nc3ccc(S(=O)(=O)Nc4nccc(C)n4)cc3)n2)c1
    i, 1.0, 0.1%, 7, 738
- CC(=O)c1ccc(N2CCN(C(=O)c3noc4c3CSc3ccccc3-4)CC2)cc1
    i, 2.6, 0.4%, -6, 733
- O=C(Nc1ccc2nc3n(c(=O)c2c1)CCCCC3)C(=O)N1CCN(c2ccc(F)cc2)CC1
    i, 1.5, 0.0%, 13, 696
- CC(C)OCCCn1c(SCC(=O)Nc2ccccc2C(F)(F)F)nc2nccnc2c1=O
    i, 1.3, 0.1%, 5, 688
- Cc1cccc(NC(=O)c2ccc3[nH]c(=O)c(=O)[nH]c3c2)n1
    i, 2.8, 0.3%, 11, 665
- COc1cc2ccccc2cc1C(=O)Nc1ccc(C)cc1
    i, 1.0, 0.3%, -25, 763
- CCc1nn(C(C)C(=O)N2CCN(c3ccc(OC)cc3)CC2)c(=O)c2cc3occc3n12 (stereo unspecified)
    ?, ., 0.1%, -26, 744
- O=C(Nc1ccnn1C1CCN(Cc2ccccc2OC(F)F)CC1)c1cccnc1
    ?, ., -0.1%, -14, 690
- O=C(O)c1cccc(NC(=O)c2cccc(S(=O)(=O)Nc3cccc([N+](=O)[O-])c3)c2)c1
    i, 0.3, 2.2%, 2, 838
- CC(O)c1nc2ccccc2n1Cc1ccccc1 (stereo unspecified)
    i, 0.3, 1.6%, -2, 808
- COc1ccc(S(=O)(=O)N2CCN(C(=O)NCc3ccc(C)cc3)CC2)cc1
    i, 0.7, 0.0%, 11, 820
- COc1cc(C(=O)N2CCN(c3ccccn3)CC2)cc(OC)c1OC
    i, 0.5, -0.2%, -11, 839
- COc1ccc2nc(SCC(=O)NCc3ccc(F)cc3)[nH]c2c1
    i, 0.6, 0.4%, 0, 830
- CCN(CC)CCNC(=O)C1(O)c2cc(Br)ccc2NC(=O)N1c1c(F)cccc1F (stereo unspecified)
    i, 0.2, 0.1%, 6, 415
- CCc1nccn1CCC(=O)N1CCCC(N2CCN(c3cccc(Cl)c3)CC2)C1 (stereo unspecified)
    i, 0.2, 2.2%[50 µM], -13, 698
- O=C(O)c1ccc2c(=O)n3c(nc2c1)/C(=C/c1ccc(Cl)c([N+](=O)[O-])c1)CC3
    i, 0.1, -0.1%, 2, 590
- COc1ccccc1Nc1nc2ccc(C)cc2n2cnnc12
    i, 0.5, 0.1%, 6, 796
- O=C(CCn1c(=O)c2cccn2c2cccnc21)NCc1cccc(Cl)c1
    i, 0.0, 0.5%, -3, 717
- O=S(=O)(NC1CCCCCCC1)c1ccccc1
    i, 0.9, 0.1%, -6, 837
- CCOc1ccccc1N(CC(=O)NC1CCCCC1)S(=O)(=O)c1ccccc1
    i, 0.1, -0.3%, -39, 809
- CCN(CC)Cc1c(C(=O)N/N=C/c2cccs2)nnn1-c1nonc1N
    i, 1.5, 0.1%, -24, 856
- Cc1ccc(C2=NS(=O)(=O)N(C)C(C(=O)N3CCOCC3)=C2)cc1
    i, 1.9, 4.5%, 9, 824
- O=C1C(Cl)=C(N2CCOCC2)C(=O)N1c1ccccc1F
    i, 0.4, -0.8%, 20, 812
- CCOC(=O)COc1ccc2c(c1)c(C(C)=O)c(C)n2-c1ccc(OC)cc1
    i, 0.5, -0.2%, 15, 416
- N#Cc1ccc(-c2nc3ccc(Br)cc3c(=O)n2O)cc1
    i, 0.4, 0.3%, 1, 688
- Cc1cc(C(=O)NC2CCCc3c2cnn3-c2ccccc2F)nc(C)n1 (stereo unspecified)
    i, 1.0, -0.1%, 5, 687
- O=C(NCCc1ccncc1)c1ccc2nc(Cc3cccc(Cl)c3)oc2c1
    i, 4.0, -0.2%, -2, 803
- COc1ccc(CNC(=O)CN2CCC(NC(=O)c3ccccc3C)CC2)cc1
    i, 0.6, -0.2%, 4, 764
- O=C(O)CCC(=O)N1N=C(c2cccs2)CC1c1ccc(Br)cc1 (stereo unspecified)
    i, 0.9, 0.1%, 10, 842
- CCOC(=O)c1c(S(=O)(=O)NCC(=O)NCc2ccccc2Cl)c(C)n(C)c1C
    i, 6.0, 0.2%, -5, 700
- O=C(Nc1ccc(N2CCOCC2)cc1)c1cnccn1
    i, 0.4, -0.4%, -6, 735

More structures:
Second line of a record: Myeloid diff MLP, Myeloid diff MLP GFP+ MAC1+ %, K1F lysis inhibition, Hep lipid drop, Hep lipid drop cells 6.5 µM
- Cc1ccc(/C(=N/Nc2ncnc3ccccc23)C(=O)O)cc1
    i, 1.4, -0.6%, -3, 781
- COC(=O)c1c(NC(C)=O)sc2c1CCN(Cc1ccccc1)C2
    i, 5.5, 9.3%, 16, 710
- CCOc1ccc(NC(=O)COC(=O)COc2cccc3c2OC(C)(C)C3)cc1
    i, 3.0, -0.1%, -1, 847
- Cc1cccc(NC(=O)C(C)SCc2nc3sc(C)c(C)c3c(=O)[nH]2)n1 (stereo unspecified)
    i, 4.8, 0.9%[50 µM], -2, 783
- COc1ccc(CNC(=O)CN(Cc2ccccc2OC)C(=O)c2csnn2)cc1
    i, 0.7, -0.3%, 8, 766
- COc1ccc(-n2nc(C(=O)NCC(=O)N3CCCCCC3)c3ccccc3c2=O)cc1
    i, 0.4, -0.2%, -5, 865
- Cc1cc(C)c(OCC(=O)N(Cc2ccccc2)C2CCS(=O)(=O)C2)c(C)c1 (stereo unspecified)
    i, 0.4, 0.3%, -2, 779
- Nc1cccc2c3c(oc12)CCCC3
    i, 0.6, 0.4%, 15, 833
